Source: PubChem BioAssay (National Center for Advancing Translational Sciences (NCATS))
AT treatment – candidate therapy for ataxia-telangiectasia; 320,000 compounds, 0.19% hits; […] A-T fibroblasts, KAP-1 phosphorylation AlphaLISA; neocarzinostatin DNA damage 30 min before lysis; Potency, µM (top dose mostly 57.5 µM), for inactives: top-dose activation, usual class: activators; also: potency is read from the fitted curve at half-maximal effect; % of control where 0% means no effect; nearly all actives have a fitted effect of over 45% in size
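hTERT-immortalized A-T patient fibroblasts ([…]), 500 cells/well in OPTI-MEM, 1% FBS, got compounds for 60 min, then NCS for 30 min at 37C. Lysates were then assayed for phospho-KAP-1 by AlphaLISA (anti-pKAP1 donor, anti-KAP1 acceptor beads), 6 hr at 25C.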
B2AR arrestin – agonists driving beta-arrestin recruitment to human beta2-adrenergic receptor; P07550; Potency, µM (titrated, usually from 46.1 µM), without a hit: at the highest dose activation, hits mostly activators; beta-arrestin recruitment to beta2AR, cell-based reporter; 330,000 compounds, 0.02% hits; AID 492947;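 also: potency is read from the fitted curve at half-maximal effect; 0% = DMSO controls and full agonism = EC100 isoproterenol or metaproterenol; nearly all actives have a fitted effect of over 65% in size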
p53 reactivation – restores transcriptional activity of mutant p53; 320,000 compounds, 0.063% hits; Potency, µM (doses to about 92.2 µM), for inactives: at the highest dose activity change, positive = activation, usual class: activators; H1299 p53-A138V BP100-luciferase reporter, luminescence, 24 h; AID 504706; also: potency is read from the fitted curve at half-maximal effect; % of control where 0% means no effect; nearly all actives have a fitted effect of over 45% in size
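H1299 (p53-null), stable ts p53-A138V + BP100-Luc; 1000 cells/well, Opti-MEM/10% FBS; cpd 4 pt, 1:5; 24 h, 37 deg C, 5% CO2; detection reagent 10 min RT; luminescence.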
TSG101-PTAP inh – blocks PTAP/TSG101 interaction to inhibit HIV-1 budding; Fluorescence polarization, FITC-PTAP peptide / Tsg101 binding; Potency, µM (titrated, usually from 115 µM), inactives show top-dose activity change, negative = inhibition, most hits filed as inhibitors; 340,000 tested, under 10 active; active = well fitted inhibition curve with a large enough effect in the main read-out, with a control signal flat, not every such curve was filed as active; inconclusive = small, poorly fitted or top-dose-only effect, or effect the other way, or a change in a side signal; inactive = no such curve, though single readings can be large or run the other way; also: potency is read from the fitted curve at half-maximal effect; % of control where 0% means no effect
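Fluorescence polarization binding of Tsg101 binding domain (10 uM final) to FITC-labeled PTAP peptide (50 nM final) in HEPES pH 7.5 buffer with NaCl, Tween 20, EDTA, TCEP. Compounds added before peptide; binding 20 min at RT.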
Integrin act MD – activates integrin-mediated alleviation for muscular dystrophy | AID 624291 | Potency, µM (highest dose often 38.3 µM), inactives show at the top dose activation, usual class: activators | alpha7betagal myoblasts, beta-gal FDG fluorescence, 48 h | 350,000 compounds, 0.064% hits;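 also: potency is read from the fitted curve at half-maximal effect; 100% = response of the positive control SU9516; nearly all actives have a fitted effect of over 60% in size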
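alpha7betagal+/- myoblasts (passage 13, 250/well) treated 48 h at 37C with compounds at 1:260 dilution of DMSO stock. Lysed, then beta-galactosidase activity read as FDG fluorescence (ex 480/em 540) after 30 min, with pre-read for autofluorescence.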
TRPV1 ag – agonists of human vanilloid receptor 1 (TRPV1) | TRPV1-expressing cells, Fluo-8 calcium influx, agonist mode | 320,000 compounds, 0.19% hits | activation, % at 8.33 µM; in the data active = activation above about 80%; inconclusive = between about 30% and that limit; also: 0% is about no effect
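Fluo-8 calcium influx in TRPV1-expressing cells, kinetic read (ex 480/em 520 nm). Compound added and read 3 min for agonist activity, followed by capsaicin at EC20 final and 2 min further read for enhancement.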
TCR act – activators of T cell receptors | 330,000 tested, under 10 active | primary human leukocytes, anti-CD3, IL-2 HTRF, 48 h | Potency, µM (top dose mostly 9.22 µM), without a hit: at the top dose activation of IL-2 secretion, actives largely listed as activators | AID 504894; also: % of control where 0% means no effect
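Readout: HTRF IL-2, Eu-cryptate/d2 antibody pair, 320nm excitation, 665nm emission. Stimulus: a-CD3 beads, no co-stimulation. Cells: primary human leukocytes. Exposure: 48 hr with compound.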
BRCA1 expr act – BRCA1 expression activation | 380,000 compounds, 1.1% hits | MCF7-BRCA1-FFLuc reporter, luminescence, 48 h; response scale: scaled: vehicle 0%, 10 µM genistein 100% | Potency, µM (highest dose often 46.1 µM), without a hit: top-dose activation, usual class: activators; also: potency is read from the fitted curve at half-maximal effect; nearly all actives have a fitted effect of over 80% in size; some results filed as inactive show a strong effect at the top dose
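Reporter cells (MCF7, BRCA1 promoter-firefly luciferase) received library compounds across a concentration series for 48 h. End-point luminescence was measured and concentration-effect curves derived after normalization.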
ELG1 DNA repair – blocks ELG1-dependent DNA repair in HEK293T cells. HEK293T ELG1-luciferase reporter, luminescence, 16 h; DNA damage induced by 5-fluorouridine. Potency, µM (highest dose often 46.1 µM), for inactives: at the top dose activity change, negative = inhibition, actives largely listed as inhibitors. 330,000 compounds, 2.3% hits; also: potency is read from the fitted curve at half-maximal effect; % is scaled to controls: 0 for no effect and ±100 for the full control effect; nearly all actives have a fitted effect of over 55% in size
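Overnight (16 hr) co-exposure of 2,000 cells/well to 5-fluorouridine and compound at 37 °C preceded detection. Luciferase was quantified via ONE-Glo luminescence; loss of signal denotes inhibition.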
CXXC DNA block – blocks binding of human MLL CXXC domain to DNA; MLL-CXXC / FITC-HOXA9 DNA fluorescence polarization; 290,000 compounds, 0.037% hits; Potency, µM (titrated, usually from 115 µM), inactives show at the highest dose activity change, negative = inhibition, actives largely listed as inhibitors; Q03164; AID 2662; active = well fitted inhibition curve with a large enough effect in the polarisation, with a control signal flat, not every such curve was filed as active; inconclusive = small, poorly fitted or top-dose-only effect, or effect the other way, or a change in a side signal; inactive = no such curve, though single readings can be large or run the other way; the % refers to the polarisation; also: potency is read from the fitted curve at half-maximal effect
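Fluorescence polarization: 7 uM MLL-CXXC (stock) preincubated 5 min with compounds, then 50 nM fluorescein-HOX-A9 DNA (stock) added; 30 min ambient. Buffer 50 mM Tris-HCl pH 7.5, 50 mM NaCl, 1 mM DTT, 0.05% BSA.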
The depositor's hits bear a star; ? = inconclusive; nt = no result given; [ ] = remark or other dose. Unless noted, calls follow the shape of the dose curve; as a rule, active = well fitted curve in the direction sought with a large enough effect; inconclusive = small, poorly fitted or top-dose-only effect, or another doubt; inactive = no such curve, though single readings can be large; an effect the other way counts as inactive or inconclusive. Not a hit list (roughly 3.8% active in at least one column).

SMILES	AT treatment	B2AR arrestin	p53 reactivation	TSG101-PTAP inh	Integrin act MD	TRPV1 ag	TCR act	BRCA1 expr act	ELG1 DNA repair	CXXC DNA block
CC(OC(=O)COc1ccccc1Cc1ccccc1)C(=O)N(C)c1ccccc1 (stereo not given)	7%	0.1%	-3%	-2%	-9%	1	4%	-4%	7%	nt
COc1ccc(C2(C)CC(=O)NC2=O)cc1 (stereo not given)	-5%	-0.1%	14%	-1%	7%	1	0%	-3%	0%	8%
CNS(=O)(=O)c1cccc(C(=O)NCC2(N3CCCCC3)CCCCC2)c1	2%	0.0%	2%	-6%	22%	-2	-1%	-25%	-2%	-3%
Cc1ccc(Oc2ncccc2/C=N/OCc2ccc(Cl)c(Cl)c2)cc1	5%	-0.2%	15%	0%	-31%	-3	1%	5%	24%	-11%
COC(=O)c1sc(S(=O)(=O)N2CCCCC2C)c(C(=O)OC)c1C (stereo not given)	10%	0.1%	-4%	-6%	-12%	22	8%	-18%	?	nt
O=C(Nc1cccc(-n2cccn2)c1)C1CCCN(Cc2ccccc2F)C1 (stereo not given)	-24%	-0.1%	16%	-3%	0%	-5	-8%	-9%	?	-8%
Cn1c(=O)n(Cc2ccco2)c(=N)c2c3c(sc21)CCCC3	1%	-0.3%	7%	-3%	-5%	3	2%	1%	3%	-41%
CCN(C(=O)c1ccc2c(OC)n(CC)nc2c1)c1ccc(OC)cc1	4%	-0.2%	8%	nt	-2%	0	-4%	2%	-1%	3%
COc1ccc2[nH]c(=O)c3c(c2c1)OC(C)(C)C=C3	-4%	-1.1%	?	-12%	18%	3	-3%	-48%	?	0%
CC(C(=O)Nc1c2c(cc3c1CCC3)CCC2)N1CCCC1 (stereo not given)	?	-1.0%	-17%	-2%	-16%	-4	0%[46.1 µM]	-18%	2%	0%
O=C(Nc1ncc2c(n1)CC(c1ccco1)CC2=O)c1ccccc1 (stereo not given)	4%	-1.2%	17%	-5%	-7%	22	3%	50%	?	9%
CC(C)c1ccc(NC(=O)C2CCN(c3ncnc4c3nc3n4CCCCC3)CC2)cc1	6%	-0.4%	-1%	0%	19%	3	4%	-7%	?	-5%
CC(C)CCN(C(=O)c1ccc(Br)cc1)c1c(N)n(Cc2ccccc2)c(=O)[nH]c1=O	0%	-0.2%	-9%	0%	-22%	2	9%	-1%	-3%	nt
CCCC(C)C(=O)Nc1nnc(C)s1 (stereo not given)	6%	0.0%	-2%	-4%	26%	-5	-1%	-10%	4%	-2%
COCCn1c(SCC(=O)Nc2ccc(F)cc2F)nc2c([nH]c3ccccc32)c1=O	3%	-1.0%	21%	2%	7%	1	-1%	-41%	-5%	-5%
Cc1n[nH]c(C)c1CN(C)C(=O)C1CCC(=O)N(CC2CCCCC2)C1 (stereo not given)	3%	0.0%	-9%	-1%	22%	20	2%	13%	-16%	4%
COc1ccc(C(CCNCc2ccccc2F)c2ccc(F)cc2)cc1 (stereo not given)	12%	7.3%	1%	1%	0%	?	6%[46.1 µM]	-43%	17%	-1%
CN(C(=O)c1ccccc1)c1nccnc1C#N	9%	-0.3%	-38%[inhibitor]	-1%	29%	-2	-4%	4%	0%	-18%
C[C@@H]1CCCCCCCCC(=O)OCCN1C(=O)OC(C)(C)C	29%	-0.6%	-7%	-2%	-43%	29	2%	-22%	19%	nt
COCCNCc1ccc(C(C)C)cc1	3%	0.1%	1%	-7%	18%	3	1%	18%	?	9%
CCC1CCCCN1S(=O)(=O)c1ccc(C(=O)Nc2nnc(C3=COCCO3)o2)cc1 (stereo not given)	13%	-0.5%	-3%	nt	-3%	0	-2%	-44%	-5%	0%
O=C(CN1CCS(=O)(=O)CC1)N/N=C/c1cccc(C(F)(F)F)c1	-2%	-0.1%	22%	0%	12%	3	-3%	-26%	0%	?
CCC(=O)NCCc1nc2cc(NC(=O)COc3ccccc3)ccc2n1C	11%	0.0%	?	-5%	4%	-2	-8%	8.9µM*	?	?
CC1=CC(C)(C)N(C(=O)CSc2nnc(C)s2)c2ccc(C)cc21	2%	0.3%	8%	-17%	-2%	3	-22%	3%	0%	-4%
O=C(NCCCc1ccccc1)c1c(O)nc2sccn2c1=O	-10%	-0.2%	2%	0%	17%	2	-9%	-61%	?	nt

3 compounds out of the list, arranged by molar mass, falling.
SMILES	AT treatment	B2AR arrestin	p53 reactivation	TSG101-PTAP inh	Integrin act MD	TRPV1 ag	TCR act	BRCA1 expr act	ELG1 DNA repair	CXXC DNA block
COCCn1c(SCC(=O)Nc2ccc(F)cc2F)nc2c([nH]c3ccccc32)c1=O	3%	-1.0%	21%	2%	7%	1	-1%	-41%	-5%	-5%
CCN(C(=O)c1ccc2c(OC)n(CC)nc2c1)c1ccc(OC)cc1	4%	-0.2%	8%	nt	-2%	0	-4%	2%	-1%	3%
O=C(Nc1ncc2c(n1)CC(c1ccco1)CC2=O)c1ccccc1 (stereo not given)	4%	-1.2%	17%	-5%	-7%	22	3%	50%	?	9%

(next part)
SMILES	AT treatment	B2AR arrestin	p53 reactivation	TSG101-PTAP inh	Integrin act MD	TRPV1 ag	TCR act	BRCA1 expr act	ELG1 DNA repair	CXXC DNA block
Cc1c(CC(=O)O)c(=O)oc2c(C)c3occ(-c4ccc(Br)cc4)c3cc12	-1%	-0.3%	-3%	-14%	-3%	3	-2%	?	16%	18%
CCCNC(=S)N1CCC(C(=O)c2ccc(Cl)cc2)CC1	12%	3.4%	nt	-5%	-29%	?	-3%	-20%	7%	-12%
CCOC(=O)Cn1c(=O)c2c(nc(Br)n2Cc2ccccc2)n(C)c1=O	-2%	-0.6%	-3%	nt	nt	2	nt	nt	?	1%
C=CCOc1ccc2c(c1)C(=NO)c1cc(OCC=C)ccc1-2	-2%	-0.7%	13%	-4%	15%	0	3%	-30%	?	2%
CCOC(=O)c1ccc2c(c1)nc(COc1ccccc1C#N)n2CC	-7%	0.0%	1%	nt	nt	0	nt	nt	8%	9%
CCN(CC)c1ccc(NC(=O)COC(=O)Cc2ccsc2)cc1	-8%	-0.1%	28%	-2%	-12%	26	-48%	-26%	9%	nt
Cc1ccc2cc(C=O)c(Cl)nc2c1	-4%	0.5%	1%	0%	-24%	2	11%	3%	22%	5%
Cc1ccc(S(=O)(=O)N(C)CC(=O)OCC(=O)NC(=O)NC(C)C)cc1	-11%	-0.1%	-4%	-6%	-10%	-2	0%	0%	19%	-3%
O=C(Nc1ccc2c(c1)Cc1ccccc1-2)c1cccnc1	0%	-1.2%	3%	-6%	-6%	?	7%	2.8µM*	?	-7%
COc1ccc(N(C(=O)CSCC(=O)Nc2cc(C)on2)C(C(=O)NC2CCCCC2)c2ccc(O)c(O)c2)cc1 (stereo not given)	-6%	-0.6%	-13%	-1%	?	0	-1%	-27%	1%	13%
Cc1ccn2c(=O)nc(SCC(=O)N3N=C(c4cccs4)CC3c3ccc(F)cc3)nc2c1 (stereo not given)	-4%	-0.3%	-5%	0%	-30%	-1	3%	-55%	?	nt
O=C(N/N=C/c1cc(Br)cc(Br)c1O)c1cccc(S(=O)(=O)N2CCOCC2)c1	-1%	-0.1%	15%	?	-13%	11	15%	0%	?	?
CCC(NC(=O)NCCCn1ccnc1)(C(F)(F)F)C(F)(F)F	2%	-1.9%	-5%	-1%	16%	5	-5%	-11%	5%	1%
O=C(Nc1ccc([N+](=O)[O-])cc1)c1ccccc1F	0%	-0.2%	27%	-6%	23%	?	-10%	4.5µM*	?	-3%
CCN(CC)CC#CCC(O)(c1ccccc1)C1CCCC1 (stereo not given)	2%	0.1%	-15%	-5%	-16%	6	-4%[46.1 µM]	-7%	?	3%
CCn1ncc(NC(=S)NCCc2ccc(OC)c(OC)c2)c1C(N)=O	-6%	0.1%	18%	-2%	-1%	0	-5%	-9%	-5%	-4%
COC(=O)c1sccc1NC(=O)c1cccc(OC)c1	nt	0.2%	-4%	-3%	-17%	5	-5%	-47%	-6%	5%
COc1ccc(OC)c(NC(=O)/C=C/c2ccccc2[N+](=O)[O-])c1	?	-0.4%	-3%	0%	2%	3	-6%[46.1 µM]	-26%	-10%	6%
COc1ccc(C2=NN(C(=O)c3ccco3)C(c3cc4ccccc4nc3Cl)C2)cc1 (stereo not given)	-3%	0.0%	1%	0%	-2%	-2	10%	-4%	8%	3%
O=C(Nc1ccc(F)cc1F)N1CCCCCC1	5%	-0.6%	7%	-2%	26%	15	4%	62%	?	1%
Cc1ccc(S(=O)(=O)NCC(=O)OCc2nnc(-c3ccccc3)o2)cc1C	-1%	0.2%	6%	-2%	12%	0	0%	0%	?	8%
Cc1ccc(S(=O)(=O)N(CC(=O)N=Nc2c(O)[nH]c3ccccc23)c2ccc(C)c(C)c2)cc1	-6%	11%	8%	-2%	33%	2	2%	-57%	?	6%
O=C(NC12CC3CC(CC(C3)C1)C2)c1cc([N+](=O)[O-])ccc1N1CCOCC1	-4%	-2.2%	-3%	-1%	10%	?	-1%	-16%	11%	5%
